Screening data deposited in PubChem BioAssay by several laboratories.
HePTP inh: inhibitors of human HePTP phosphatase. P35236. recombinant HePTP phosphatase activity, OD absorbance. inhibition, % at 20 µM. 110,000 compounds, 0.64% hits; in the data active = inhibition above about 50%;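 note: plate controls were vehicle for no effect and reference inhibitor for full effect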
Target sequence (P35236 whole entry, looked up): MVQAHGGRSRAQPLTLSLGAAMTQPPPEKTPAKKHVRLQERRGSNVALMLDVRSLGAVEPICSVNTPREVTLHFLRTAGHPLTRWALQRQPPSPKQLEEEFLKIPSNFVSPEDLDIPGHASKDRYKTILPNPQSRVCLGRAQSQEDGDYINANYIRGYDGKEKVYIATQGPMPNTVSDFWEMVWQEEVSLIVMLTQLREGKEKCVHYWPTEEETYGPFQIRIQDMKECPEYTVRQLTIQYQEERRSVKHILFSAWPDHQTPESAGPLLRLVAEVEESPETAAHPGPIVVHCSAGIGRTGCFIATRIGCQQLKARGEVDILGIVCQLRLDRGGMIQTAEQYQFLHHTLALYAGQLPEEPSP
BAP1 inh: blocks human BAP1 ubiquitin-AMC hydrolysis; Q92560; recombinant BAP1, Ub-AMC hydrolysis fluorescence kinetic; active compounds read low; activity remaining (% of control), % at 20 µM; 72,000 compounds, 0.48% hits; AID 436;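 active = activity remaining at or below 50% of control, provided the compound also passes the data quality filters; inactive = the rest, including low values that fail the filters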;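 note: 100% = DMSO wells rate and 0% = substrate alone blank rate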
Numbers without * were called inactive; . = not tested or not shown; & = joins results of further samples.

Values in the order – HePTP inh	BAP1 inh
- O=C(O)c1ccc(NC(=O)c2cccs2)c(NC(=O)c2cccs2)c1
 : 2	.
- O=C(Nc1ccccc1C(F)(F)F)c1cc(-c2cccc(O)c2)on1
 : 9	111
- CC1=NN(c2nc(-c3ccccc3)cs2)C(=O)/C1=C\c1ccc(O)cc1
 : 10	.
- COc1ccccc1N1C(=O)NC(=O)/C(=C\c2ccc(Br)cc2)C1=O
 : 8	.
- O=C(CC1CCCCC1)NCC1CCCO1 (configuration not stated)
 : 8	51
- COc1ccc2c(CN(C)c3ccccc3)cc(=O)oc2c1
 : 12	79
- Cc1cc(C)n2nc(S(=O)(=O)N(C)Cc3ccccc3)nc2n1
 : 11	119
- CCN(CC)C(=O)CN(c1ccc(C)cc1)S(C)(=O)=O
 : 2	.
- Cc1ccccc1/C=C(/C#N)C(=O)Nc1cccc(Br)c1
 : -8	.
- CCN(CC)CCCNC(=O)CC1Oc2ccc(C)cc2NC1=O (configuration not stated)
 : 2	104
- CCOc1ccccc1C1C(C(=O)Nc2ccccc2OC)=C(C)Nc2nc(CCCO)nn21 (configuration not stated)
 : 7	98
- COCCn1c(=O)c2c3c(sc2n(CC(N)=O)c1=O)CCCC3
 : 4	93
- C[N+](C)(C)CC=O
 : .	89
- Cn1cccc1Cc1nnc(SCC(=O)NCc2ccc(F)cc2)n1-c1ccc(F)cc1
 : 0	98
- O=C(Nc1nnc(-c2ccco2)s1)C1CCCCC1
 : 7	110
- COc1ccc(Br)cc1C(=O)Nc1ccc(Cl)cn1
 : -5	213
- COc1ccc(Br)cc1Cn1c(=O)[nH]c2cc([N+](=O)[O-])ccc21
 : 9	.
- COc1ccc(-c2nn(CN3CCOCC3)c(=S)o2)cc1
 : 3	.
- O=c1c2ccc(-c3nnc4n3-c3ccccc3SC4)cc2nc2n1CCCCC2
 : 4	106
- COC(=O)C1=C(C)N(c2ccc(C)c(C)c2)/C(=C/c2ccc(OC)cc2)C1=O
 : 5	.
- Cc1ccc(C(=O)CCNc2cccc(Cl)c2)o1
 : -13	.
- N#CCN(CC#N)C(=O)CCCOc1ccc(Cl)cc1Cl
 : -12	.
- CN(C(=O)C1CCCO1)c1nnc(-c2ccncc2)s1 (configuration not stated)
 : -8	759
- N#Cc1cc2c(nc1SCc1ccccc1)CCCC2=O
 : -8	93
- O=C(c1ccco1)N1C(=O)c2cccc3cccc1c23
 : 9	80
- COc1ccc(CNC(=O)Nc2cccc(C)c2)cc1
 : 3	103
- CCOC(=O)N=S(N)(=O)c1ccc(Cl)cc1 (configuration not stated)
 : -4	113
- NC(=O)COC(=O)c1ccc(S(=O)(=O)N2CCCCCC2)cc1
 : 10	120
- Cc1cc(=O)oc2[nH]c(=S)[nH]c(=O)c12
 : .	155
- O=C(COc1ccccc1Cl)NNC(=O)c1ccc2ccccc2c1
 : -5	.
- CC(c1ccccc1)N1C(=O)c2ccc(C(=O)NCc3ccco3)cc2C1=O (configuration not stated)
 : 3	79
- Cc1cccc(N2C(=O)NC(=O)/C(=C/c3cccc4ccccc34)C2=O)c1
 : -12	.
- CCOC(=O)C1=C(O)/C(=C/c2ccccc2O)N=C1C
 : -3	.
- CCc1cc(=O)oc2cc(OCC(=O)N(CC)CC)c(Cl)cc12
 : -6	79
- Cc1cc2cc(C(c3nnnn3Cc3ccco3)N3CCc4ccccc4C3)c(=O)[nH]c2cc1C (configuration not stated)
 : -10	.
- N/N=C(\c1ccccc1)C12CN3CN(CN(C3)C1)C2
 : -12	.
- O=C(CSc1ccc(Cl)cc1)Nc1ccc(F)c(Cl)c1
 : 0	.
- CCOc1ccc(CCNC(=O)C2CCN(S(=O)(=O)CC)CC2)cc1OCC
 : 5	95
- Oc1c(C(c2ccc(F)cc2)N2CCc3ccccc3C2)sc2ncnn12 (configuration not stated)
 : -5	87
- CCOC(=O)N1CCC(Nc2nc3ccccc3nc2NS(=O)(=O)c2ccc(Cl)cc2)CC1
 : 2	90

Record cards, from the list above.
CC(c1ccccc1)N1C(=O)c2ccc(C(=O)NCc3ccco3)cc2C1=O (configuration not stated) as listed: HePTP inh: 3; BAP1 inh: 79
NC(=O)COC(=O)c1ccc(S(=O)(=O)N2CCCCCC2)cc1 as listed: HePTP inh: 10; BAP1 inh: 120

Next part.
Values in the order – HePTP inh	BAP1 inh
- Cc1ccc(C2c3c(oc4ccccc4c3=O)C(=O)N2c2nnc(C(C)C)s2)o1 (configuration not stated)
 : 10	99
- CCC(Sc1nc(C)cc(C)n1)C(=O)Nc1ccc(S(N)(=O)=O)cc1 (configuration not stated)
 : -14	.
- Cc1cc(C(F)(F)F)nn1CC(=O)N1CCCC1
 : 1	155
- C=CCn1c(SCc2ccc(C#N)cc2)nnc1-c1cccc(OC)c1
 : 3	99
- CCCCC(NC(=O)c1ccc(Cl)cc1)C(=O)O (configuration not stated)
 : -9	128
- CC(O)C12c3ccccc3C(c3ccccc31)C1C(=O)N(c3cccc(Br)c3)C(=O)C12 (configuration not stated)
 : .	78
- CC(C)(C)c1ccc(NC(=O)c2ccc(Br)cc2)c([N+](=O)[O-])c1
 : 3	61
- CCOC(=O)c1ccc(Nc2nc3nonc3nc2NCc2ccco2)cc1
 : -23	.
- CCCCN(CC)CCNC(=O)CN(C)S(=O)(=O)c1ccc2c(c1)c(=O)n(C)c(=O)n2C
 : -2	137
- CCOCCCNC(=O)N[C@@H](C)C(=O)OC
 : 4	95
- COc1cc(C(=O)Nc2nnc(-c3sccc3C)s2)cc(OC)c1OC
 : 14	408
- COC(=O)c1ccc(NC(=O)c2ccccc2N(C)S(C)(=O)=O)cc1
 : 5	110
- COc1ccccc1Cn1c(=O)c2ccccc2n2c(SCC(=O)N3CCCCC3)nnc12
 : 7	122
- CCOC(=O)C1CCN(C(=O)c2c(-c3c(Cl)cccc3Cl)noc2C)CC1
 : -4	99
- COCCCN1C(=O)/C(=C\c2cccs2)SC1=S
 : -8	.
- COc1ccc(N2CC(C)Cn3c2nc2c3c(=O)n(Cc3ccccc3F)c(=O)n2C)c(OC)c1 (configuration not stated)
 : -4	89
- O=C(Nn1c(Cc2cccs2)nc2ccccc2c1=O)c1cccs1
 : 9	94
- CC(C)C[C@H](NC(=O)C1OC1C(=O)O)C(=O)NCCCCN=C(N)N (some centres not stated)
 : .	99
- Cc1noc(NS(=O)(=O)c2ccc(NC(=O)CS(=O)(=O)c3ccccc3)cc2)c1C
 : .	88
- COc1ccc(S(=O)(=O)N2CCC(C)CC2)cc1Br
 : 1	97

Quoted at random: 4 records from the list, in no set order.
Values in the order – HePTP inh	BAP1 inh
- Cc1cc(C(F)(F)F)nn1CC(=O)N1CCCC1
 : 1	155
- CCCCN(CC)CCNC(=O)CN(C)S(=O)(=O)c1ccc2c(c1)c(=O)n(C)c(=O)n2C
 : -2	137
- C=CCn1c(SCc2ccc(C#N)cc2)nnc1-c1cccc(OC)c1
 : 3	99
- CCCCC(NC(=O)c1ccc(Cl)cc1)C(=O)O (configuration not stated)
 : -9	128

(next part)
Values in the order – HePTP inh	BAP1 inh
- CC1CN(c2nc(-c3ccccc3)nc3ccccc23)CC(C)O1 (configuration not stated)
 : 7	84
- CC1CCN(C(=O)CSc2nnc(Cc3cccn3C)n2CCc2ccccc2)CC1
 : 6	89
- Cn1c(=O)c(=O)n(C)c2cc(S(=O)(=O)N3CCc4ccccc43)ccc21
 : 5	99
- O=C(CSc1cn(CCNC(=O)c2ccccc2)c2ccccc12)NCc1ccco1
 : -1	96
- Cc1ccnc(SCCn2c(N3CCCCC3)nc3c2c(=O)n(C)c(=O)n3C)n1
 : 12	90
- Clc1ccc(NC2=NCCCCC2)cc1
 : 10	108
- CCOC(=O)c1c(C)c(C(=O)NCc2cccs2)c(C)n1C
 : -13	82
- O=C(CSc1nnc(-c2ccco2)n1-c1ccccc1)NCc1ccco1
 : 0	.
- NC(=O)C1CCN(C(c2ccccc2Cl)c2nnnn2Cc2ccc3c(c2)OCO3)CC1 (configuration not stated)
 : 1	103
- NS(=O)(=O)c1ccc(CCNC(=O)c2cccs2)cc1
 : 12	.
- O=Cc1ccccc1OCc1c(F)cccc1Cl
 : -2	.
- COc1cccc(=O)c2c(C)n(C)c(C)c12
 : 0	101
- COc1ccc(NC2CC(=O)NC2=O)cc1 (configuration not stated)
 : -4	101
- Cc1cc(Cl)cc(C)c1OCCCCCN1CCOCC1
 : -15	.
- CCN(CC(=O)O)S(=O)(=O)c1cc(Cl)ccc1Cl
 : -4	.
- O=C(COc1ccc(Cl)cc1Cl)Nc1cccc(NC(=O)c2ccco2)c1
 : -10	.
- Cc1ccc(S(=O)(=O)CC(=O)N(C)C)cc1
 : 4	115
- Cc1nn(C)cc1CNC(=O)c1ccccc1Br
 : 5	80
- CCSc1nnc(NC(=O)CC)s1
 : 4	100
- CC1=NN(c2cccc(C(=O)O)c2)C(=O)/C1=C\c1ccc(-c2ccc3c(c2)COC3=O)o1
 : 43	.

Rewritten with the structure last: part of the list above.
HePTP inh | BAP1 inh | canonical_smiles
-12 | . | N#CCN(CC#N)C(=O)CCCOc1ccc(Cl)cc1Cl
-8 | 759 | CN(C(=O)C1CCCO1)c1nnc(-c2ccncc2)s1 (configuration not stated)
-8 | 93 | N#Cc1cc2c(nc1SCc1ccccc1)CCCC2=O
9 | 80 | O=C(c1ccco1)N1C(=O)c2cccc3cccc1c23
3 | 103 | COc1ccc(CNC(=O)Nc2cccc(C)c2)cc1
-4 | 113 | CCOC(=O)N=S(N)(=O)c1ccc(Cl)cc1 (configuration not stated)

The list continues.
Values in the order – HePTP inh	BAP1 inh
- CCN(CC)CCNC(=O)c1c(O)c2cccc3c2n(c1=O)CCC3
 : 8	127
- Cc1ccc(Cn2cccc(NC(=O)c3ccco3)c2=O)cc1
 : 2	58
- CC1=C(C(=O)OCC2CCCCC2)C(c2ccc(Cl)cc2)NC(=O)N1 (configuration not stated)
 : .	68
- O=C(Nc1ccc(Cl)c(Cl)c1)C(=O)NC1CCCC1
 : 0	.
- O=C(COc1ccccc1)Nc1ccccc1-c1ccccc1
 : -5	.
- COc1ccc(-c2cc(C(=O)N3CCCc4ccccc43)no2)cc1OC
 : 5	105
- C(=N\n1cnnc1)/c1cn(CCOc2ccc(C3CCCCC3)cc2)c2ccccc12
 : 8	.
- Cc1cc(-c2cc(-c3ccc(Cl)cc3)nc(N)c2C#N)co1
 : 7&1	.
- COc1ccc(-n2cnnc2SCc2csc(-c3ccccc3)n2)cc1
 : 9	109
- O=C(Nc1nc2c(s1)CCCC2)c1ccc(Br)s1
 : 4	.
- COc1ccc(C(=O)N2CCN(C3CCCCC3)CC2)cc1OC
 : -6	.
- O=C(NC1CCCCC1)C(c1cccs1)N(CC1CCCO1)C(=O)c1csnn1 (configuration not stated)
 : 4	103
- COc1ccc2nc(C)[nH]c(=O)c2c1
 : 5	101
- O=C(Cc1c[nH]c2ccccc12)Nc1nccs1
 : 4	110
- COc1cc(SC)ccc1C(=O)Nc1ccc2c(c1)CCN2S(C)(=O)=O
 : 5	82
- O=C(COC(=O)c1ccccc1I)c1ccc(NC(=O)c2ccccc2)cc1
 : .	188
- c1ccc2c(c1)NC(c1ccncc1)n1c-2nc2ccccc21 (configuration not stated)
 : -3	77
- COc1ccc(OC)c(NC(=O)CNC(=O)Cn2ccc3ccccc3c2=O)c1
 : 5	83
- CCc1nc(NC(=O)NS(=O)(=O)c2ccccc2C(=O)OC)nc(OC)n1
 : -9	.
- CC(=O)c1cc2c(cc1NC(=O)CCn1cccc1)OCO2
 : 6	83
- COc1ccc(/C=C(/C#N)C(=O)Nc2ccccc2)cc1
 : 0	.
- Cc1cccc(NC(=O)/C(=C/c2cccc([N+](=O)[O-])c2)NC(=O)c2cccs2)c1
 : 0	.
- CCCS(=O)(=O)N1CCN(C(=O)c2ccccc2F)CC1
 : -2	66
